Compound activity from PubChem BioAssay.
hERG protect: hERG (human) protection from proarrhythmic block. Q12809. CHO-hERG, FluxOR thallium flux, dofetilide IC70 present. activation (rescue from dofetilide block), less the hit threshold, % at 10 µM. 0.51% of 310,000 active;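 active = activation above the mean of controls blocked by dofetilide plus 5 SD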;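 also: thallium influx through hERG after potassium depolarization seen as dye fluorescence rise; in these data hits start at about 4.7%; inactives centre near -7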
SKKanGAS inh: inhibitors of SKKanGAS S. pyogenes growth in kanamycin (SK-promoter or general growth effect); AID 1662; inhibition, % at 7.5 µM; BacTiter-Glo, 6 h; 1.3% of 300,000 active;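 active = mean replicate score, as percent of positive control median, at least 50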;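 also: strain carries kanamycin resistance gene driven by streptokinase promoter and grows in 40 µg/ml kanamycin; loss of luminescence reflects streptokinase promoter inhibition or plain growth inhibition; 0% = median of DMSO wells and 100% = positive control at its reference dose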
KCNQ1 block: inhibitors of human KCNQ1 potassium channel; CHO-K1 KCNQ1, FluxOR thallium flux fluorescence; hits give high values; AID 2642; B-score at 10 µM; 1.3% of 310,000 active; P51787;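 active = compounds whose thallium flux B-score, printed positive for inhibition, exceeds three library SD while starting fluorescence stays within three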;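 also: channel opened by potassium depolarization with thallium stimulus after 20 min compound exposure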
KCNQ1 pot: potentiates or activates the human KCNQ1 potassium channel; CHO-K1 KCNQ1, thallium flux FluxOR fluorescence; hits give high values; B-score at 10 µM; 0.35% of 310,000 active;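 active = fluorescence ratio B-score, a plate-corrected score, at least three library SD, with initial intensity B-score within 5 SD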
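assay system = CHO-K1 cells stably expressing KCNQ1 | medium = assay buffer, equal DMSO in all wells | timing = 37 °C overnight plating, 90-min dark dye load, 20-min compound pretreatment | measured by = kinetic FluxOR thallium fluorescence, 10-s 1-Hz baseline, 110-s post-stimulus read | measure = fluorescence change relative to baseline, converted to B score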
TMEM16A inh: blocks the mouse calcium-activated chloride channel TMEM16A. AID 588511. normalized B-score (activity score, 25-100; higher = stronger inhibition) at 10 µM. Q8BHY3. 1.2% of 310,000 active. HEK293 TMEM16A/YFP iodide influx fluorescence, ionomycin;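 active = ratio plate-corrected score three or more library SD toward inhibition, starting fluorescence score within five deviations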;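 also: score derived from kinetic fluorescence span divided by baseline fluorescence per well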
RGS4 inh: human RGS4 inhibition. P49798. HEK293 M3R/RGS4 inducible, Fluo-4 calcium flux; hits give high values; triggered by carbachol at its EC20. B-score at 10 µM. 0.45% of 310,000 active. AID 463165;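 active = B-score, a plate-corrected calcium signal, over three deviations above library mean, with baseline fluorescence within five deviations of library mean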;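 also: RGS4 expression induced by doxycycline in cells with stable M3 receptor; B-score is computed from the integrated fluorescence ratio over baseline after carbachol; higher B-score means a larger calcium signal and so more RGS4 inhibition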
Target sequence (P49798 whole entry, looked up): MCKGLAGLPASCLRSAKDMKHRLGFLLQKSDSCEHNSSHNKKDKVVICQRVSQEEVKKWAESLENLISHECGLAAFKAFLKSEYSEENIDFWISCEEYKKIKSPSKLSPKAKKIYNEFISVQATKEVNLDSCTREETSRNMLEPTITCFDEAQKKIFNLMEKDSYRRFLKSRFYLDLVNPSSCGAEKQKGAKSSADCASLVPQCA
RGS4 act: potentiators or activators of RGS4. HEK293 M3R/inducible RGS4, carbachol calcium flux Fluo4; hits give low values. 0.92% of 310,000 active. AID 463111. B-score at 10 µM;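 active = B-score of the integrated calcium signal more than 4 SD below the library mean, with starting fluorescence not abnormally high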;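 also: negative B-score means reduced calcium response which marks RGS4 activation or potentiation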
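Also added: carbachol at ECmax as muscarinic agonist stimulus; Assay system: HEK293 cells with stable M3R and inducible RGS4; Timing: overnight RGS4 induction, 30 min dye load 37 °C, 20 min compound RT; Measured by: Fluo4-AM (2 µM) calcium-flux fluorescence, kinetic read.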
HDAC3 inhib: inhibitors of human histone deacetylase 3; inhibition, % at 8.3 µM; AID 2718; 0.15% of 320,000 active; recombinant HDAC3, fluorogenic peptide/trypsin coupled, fluorescence; in the data active = inhibition above about 26%, passing the limit was not always enough
Target sequence (O15379 whole entry, looked up): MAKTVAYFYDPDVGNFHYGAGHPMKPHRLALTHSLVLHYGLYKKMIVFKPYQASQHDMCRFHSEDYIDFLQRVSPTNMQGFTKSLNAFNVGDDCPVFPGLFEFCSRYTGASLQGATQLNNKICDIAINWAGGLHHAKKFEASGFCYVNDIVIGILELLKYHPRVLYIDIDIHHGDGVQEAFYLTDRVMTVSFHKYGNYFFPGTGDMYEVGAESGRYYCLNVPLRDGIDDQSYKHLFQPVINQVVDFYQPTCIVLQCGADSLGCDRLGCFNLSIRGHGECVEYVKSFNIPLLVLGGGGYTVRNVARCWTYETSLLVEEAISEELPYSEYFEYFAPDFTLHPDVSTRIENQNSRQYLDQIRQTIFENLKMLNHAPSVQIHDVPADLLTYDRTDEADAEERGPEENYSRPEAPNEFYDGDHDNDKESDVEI
KCNK3 inh: human KCNK3 channel inhibition, primary screen | O14649 | 0.84% of 340,000 active | CHO-KCNK3 thallium flux, FluxOR fluorescence; hits give low values | B-score at 10 µM;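 active = B-score under library mean minus 4 SD, starting fluorescence ratio at most library mean plus 5 SD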;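 also: more negative B-score means stronger inhibition of thallium flux through KCNK3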
KCNK9 block: blocks the human KCNK9 two-pore domain potassium channel. B-score at 10 µM. Q9NPC2. HEK293 KCNK9, FluxOR thallium flux fluorescence; hits give low values. 1.2% of 310,000 active;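 active = ratio B-score over 3 SD below the library mean, with starting fluorescence within 5 SD of its mean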;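 also: negative B-score means less thallium flux so channel inhibition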
Target sequence (Q9NPC2 whole entry, looked up, the tested form may be a part): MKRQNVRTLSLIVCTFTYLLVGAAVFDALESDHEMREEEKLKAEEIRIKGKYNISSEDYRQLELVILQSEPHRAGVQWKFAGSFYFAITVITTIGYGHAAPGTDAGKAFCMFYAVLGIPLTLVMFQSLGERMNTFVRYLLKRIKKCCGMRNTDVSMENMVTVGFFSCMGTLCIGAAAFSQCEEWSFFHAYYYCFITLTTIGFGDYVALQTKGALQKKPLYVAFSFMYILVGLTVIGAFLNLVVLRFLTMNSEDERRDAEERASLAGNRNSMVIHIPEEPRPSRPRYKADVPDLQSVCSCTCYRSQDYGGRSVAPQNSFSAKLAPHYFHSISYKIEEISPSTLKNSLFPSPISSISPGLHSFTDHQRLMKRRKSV
TMEM16A act: mouse TMEM16A channel activation, primary screen; Q8BHY3; HEK293 TMEM16A/YFP-H148Q/I152L, iodide quench fluorescence; hits give low values; B-score at 10 µM; 0.3% of 340,000 active; AID 623877;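 active = fluorescence-ratio B-score plate-corrected deviation score at least 3 library SD below zero, with starting fluorescence score within 5 deviations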;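 also: channel opened by trigger with iodide after compound preincubation; score built on the fluorescence ratio of max minus min over baseline; more negative score means more quench and so TMEM16A activation or potentiation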
An asterisk follows results filed as active; i = inactive; x = no result given. Compounds as they come; overall some 6.3% were active at least once.

Results follow in this order: KCNK3 inh | SKKanGAS inh | RGS4 inh | KCNQ1 pot | HDAC3 inhib | hERG protect | TMEM16A inh | TMEM16A act | KCNQ1 block | RGS4 act | KCNK9 block
> O=C1OCc2cc(NC(=O)C3COc4ccccc4O3)ccc21 (stereo not drawn)
  i | 0 | i | i | 2 | -6 | i | i | i | i | i
> COC(=O)Nc1nncs1
  i | -5 | i | i | 4 | -10 | i | i | i | i | i
> CC(OC(=O)c1ccc2c(=O)n3c(nc2c1)CCC3)C(N)=O (stereo not drawn)
  i | -10 | i | i | 1 | -5 | i | i | i | i | i
> CC(=O)NCc1cccc(CNC(C)=O)n1
  i | -1 | i | i | 5 | -16 | i | i | i | i | i
> CNc1c(-n2cc(C(=O)OC)c(C(=O)OC)c2C(=O)OC)c(=O)n(C)c(=O)n1C
  i | 6 | i | i | 1 | -6 | i | i | i | i | i
> O=C(c1ccc2c(=O)n(Cc3ccccc3Cl)c(=S)[nH]c2c1)N1CCOCC1
  i | 9 | i | i | 2 | -8 | i | i | i | i | i
> O=C(CN(CC1CCCO1)C(=O)CNS(=O)(=O)c1ccc(Cl)cc1)NCc1ccco1 (stereo not drawn)
  i | 2 | i | i | -3 | -3 | i | i | i | i | i
> NC1CCCCC1N=Cc1c(O)n(CCc2ccc(F)cc2)c(=O)[nH]c1=O (stereo not drawn)
  i | 1 | i | i | x | -4 | x | i | i | i | i
> COC(=O)CN1C(=O)N/C(=C/c2ccccc2OC)C1=O
  i | -5 | i | i | 3 | -8 | i | i | i | i | i
> Cc1cc(OCC(=O)NCC2CCC(C(=O)O)CC2)c2c(C)c(C)c(=O)oc2c1 (stereo not drawn)
  i | 8 | i | i | -40 | -7 | i | i | i | i | i
> C/C(CC(=O)Nc1cccc2c1CCCC2)=N\NC=O
  i | 4 | i | i | 3 | -11 | i | i | i | i | i
> Cc1nn(-c2ccccc2)c2nc(-c3ccncc3)cc(C(=O)NCc3ccco3)c12
  i | 4 | i | i | 3 | -22 | i | i | i | i | i
> CCOC1CS(=O)(=O)CC1OCC (stereo not drawn)
  i | -4 | i | i | -7 | -3 | i | i | i | i | i
> O=C(Cn1cc([N+](=O)[O-])cn1)NCc1cc2ccccc2[nH]1
  i | -12 | i | i | 2 | -8 | i | i | i | i | i
> CC(Nc1ccc(N2CCOCC2)cc1)C(=O)N1c2ccccc2CC1C (stereo not drawn)
  i | 9 | i | i | -3 | -9 | i | i | i | i | i
> O=[N+]([O-])c1ccc(N/N=C/c2cccnc2)cc1
  i | 2 | i | i | 1 | -6 | i | i | i | i | i
> CCc1ccc(CNC(=O)CN2C(=O)COc3ccccc32)cc1
  i | -17 | i | i | -3 | -5 | i | i | i | i | i
> CCCCCn1c(N)c(-c2nc3ccccc3s2)c2c([N+](=O)[O-])nn(C)c(=O)c21
  -11* | 41 | i | i | 4 | -43 | i | i | 11* | i | i
> Nc1nc(CSc2n[nH]c(-c3ccccc3)n2)nc(Nc2ccccc2)n1
  i | -5 | i | i | 13 | 0 | i | i | i | i | i
> CC1CCCC(NC(=O)COC(=O)Cc2ccsc2)C1C (stereo not drawn)
  i | 3 | i | i | 2 | -2 | i | i | i | i | i

Next section, overlapping the part above by two compounds.
Results follow in this order: KCNK3 inh | SKKanGAS inh | RGS4 inh | KCNQ1 pot | HDAC3 inhib | hERG protect | TMEM16A inh | TMEM16A act | KCNQ1 block | RGS4 act | KCNK9 block
> Nc1nc(CSc2n[nH]c(-c3ccccc3)n2)nc(Nc2ccccc2)n1
  i | -5 | i | i | 13 | 0 | i | i | i | i | i
> CC1CCCC(NC(=O)COC(=O)Cc2ccsc2)C1C (stereo not drawn)
  i | 3 | i | i | 2 | -2 | i | i | i | i | i
> O=[N+]([O-])c1ccc(Oc2ccc(F)cc2)c2ccncc12
  i | 35 | i | i | 5 | 0 | i | i | i | i | i
> C=C(C)COc1ccc2c(C)c(CCC(=O)NC3CC3)c(=O)oc2c1
  i | 0 | i | i | -64 | -6 | i | i | i | i | i
> COc1ccc2c(c1OC)C(=O)N1C2SC[C@H]1C(=O)NC1CC1 (stereo partly drawn)
  i | -1 | i | i | 11 | -5 | i | i | i | i | i
> CCOC(=O)c1c(NC(=O)c2ccc(C)cc2)sc2c1CC(C)(C)NC2(C)C
  x | -1 | i | i | -3 | -20 | i | x | i | i | i
> O=C(Nc1ccc(Cl)cn1)c1cccc2c(Br)cccc12
  i | 1 | i | i | -1 | -7 | i | i | i | i | -17*
> Cc1cc(-c2ccc(/C=N/n3cnnc3)o2)ccc1Cl
  i | -2 | i | i | 8 | -11 | i | i | i | i | i
> Cc1nc(-n2nnc(CO)c2CO)nc2c1CCC2
  i | 4 | i | i | -3 | -3 | i | i | i | i | i
> CC(Nc1ccc2c(c1)OCCO2)C(=O)N1c2ccccc2CC1C (stereo not drawn)
  i | 4 | i | i | -13 | -5 | i | i | i | i | i
> CC1CN(C(=O)c2c(Br)cnn2C)CC(C)O1 (stereo not drawn)
  i | 0 | i | i | -1 | -9 | i | i | i | i | i
> COc1ccc(-n2ncc3c2CC(C)(C)CC3NC(=O)c2ccoc2C)cc1 (stereo not drawn)
  i | 4 | i | i | -6 | -11 | i | i | i | i | i
> Nc1ncnc2c1cnn2C1CCCCC1
  i | 0 | i | i | 2 | -1 | i | i | i | i | i
> Cc1ccc(C2c3[nH]c4ccccc4c3C[C@H]3C(=O)N(c4ccccc4C(=O)N4CCC[C@@H]4C(=O)O)C(=O)N23)cc1 (stereo partly drawn)
  i | 12 | i | i | -4 | -5 | i | i | i | i | i
> O=C(COc1ccc(Cl)cc1Cl)N/N=C/CCc1ccccc1
  i | 1 | i | i | 1 | -3 | i | i | i | i | i
> COc1ccc(F)c(CN2CCCC(CO)(Cc3cccc(Cl)c3)C2)c1 (stereo not drawn)
  i | 22 | i | i | 8 | -13 | i | i | i | i | i
> CCN(CC)C(=O)c1c2c(nc3ccccc13)-c1ccccc1CC2
  i | 0 | i | i | 0 | -3 | i | i | i | -7* | i
> Cc1ccc(NC(=S)/C(=C(\[O-])c2ccc(F)cc2)[n+]2ccccc2)cc1
  i | 2 | i | i | 6 | 2 | i | i | i | i | i
> CN(C)Cc1c(O)ccc2c(-c3ccccc3)cc(=O)oc12
  i | -16 | i | i | -2 | -3 | i | i | i | i | i
> CC1C(=O)C(C)C(c2ccccc2F)NC1c1ccccc1F (stereo not drawn)
  i | 1 | i | i | -1 | -8 | i | i | i | i | i
> O=C(/C=C/c1ccc(Cl)c(Cl)c1)NC1=NCCS1
  i | -3 | i | i | 6 | -6 | i | i | i | i | i
> O=C(C1CCN(C2CC(=O)N(c3cccc(Cl)c3)C2=O)CC1)N1CCCCCC1 (stereo not drawn)
  i | 0 | x | x | -7 | x | i | i | x | x | x

Remaining list, next part.
Results follow in this order: KCNK3 inh | SKKanGAS inh | RGS4 inh | KCNQ1 pot | HDAC3 inhib | hERG protect | TMEM16A inh | TMEM16A act | KCNQ1 block | RGS4 act | KCNK9 block
> COc1ccc(C(=O)Nc2ccccc2-c2nnn(CC(=O)N3CCOCC3)n2)cc1
  i | -2 | i | i | -10 | -8 | i | i | i | i | i
> CC[C@@H]1CC=C[C@H]2[C@H]1C(=O)N(Cc1ccccc1)[C@H]2c1ccc(C(F)(F)F)cc1
  i | 40 | i | i | 8 | -13 | i | i | i | i | -8.5*
> O=[N+]([O-])c1nn(-c2ccccc2)n(O)c1=NCCc1ccccc1
  i | -8 | i | i | -5 | -6 | i | i | i | i | i
> COCCN(C(=O)COC(=O)CCOc1cccc(C)c1)c1c(N)n(Cc2ccccc2)c(=O)[nH]c1=O
  i | -12 | i | i | -2 | -6 | i | i | i | i | i
> O=C(Nc1ncc(Cc2ccccc2)s1)c1cccs1
  i | 66* | i | i | 6 | -7 | i | x | i | i | i
> Cc1onc(-c2c(Cl)cccc2Cl)c1C(=O)Nc1nccs1
  i | -7 | i | i | 1 | -9 | i | i | i | i | i
> O=C(NCC(O)CO)c1csc(Nc2cccc3ccccc23)n1 (stereo not drawn)
  i | 11 | i | i | 0 | -5 | i | i | i | i | i
> O=C(NCC(O)c1ccc([N+](=O)[O-])cc1)c1cccc(S(=O)(=O)N2CCOCC2)c1 (stereo not drawn)
  i | 2 | i | i | 1 | -6 | i | i | i | i | i
> O=C(CN1CCN(Cc2ccccc2)CC1)N1N=CCC1c1ccccc1 (stereo not drawn)
  i | -5 | i | i | -2 | -6 | i | i | i | i | i
> CC(=O)Nc1ccc(NC(=O)CCOc2ccccc2C)cc1
  i | -4 | i | i | -2 | -1 | i | i | i | i | i
> CC1=NOC(=O)/C1=C\c1ccc(-c2ccc(Br)cc2C(=O)O)o1
  i | 1 | i | i | 2 | -13 | i | i | i | i | i
> COc1cc(NC(=O)c2cccnc2)ccc1-c1cc2ccccc2oc1=O
  x | 1 | i | i | -1 | -15 | i | x | i | i | i

No new results follow: 3 of the compounds above.
Results follow in this order: KCNK3 inh | SKKanGAS inh | RGS4 inh | KCNQ1 pot | HDAC3 inhib | hERG protect | TMEM16A inh | TMEM16A act | KCNQ1 block | RGS4 act | KCNK9 block
> CC(=O)Nc1ccc(NC(=O)CCOc2ccccc2C)cc1
  i | -4 | i | i | -2 | -1 | i | i | i | i | i
> CC1=NOC(=O)/C1=C\c1ccc(-c2ccc(Br)cc2C(=O)O)o1
  i | 1 | i | i | 2 | -13 | i | i | i | i | i
> COc1cc(NC(=O)c2cccnc2)ccc1-c1cc2ccccc2oc1=O
  x | 1 | i | i | -1 | -15 | i | x | i | i | i
